# LDHA block: blocks human lactate dehydrogenase A. P00338. AID 1347041. purified LDHA, NADH/diaphorase-resazurin fluorescence; active compounds read low. activity change, % (values are at about 110 or 230 µM). 480,000 tested, 0.15% active; in the data active means activity change below about -30%; inconclusive means mostly about -25% to -30%;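 further: plate controls were DMSO wells for no effect and wells without enzyme for full effect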
#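 Enzyme activity of human lactate dehydrogenase 5 (2 nM; 0.06 mM NADH, 0.2 mM pyruvate, 5 min, RT) is measured via a resazurin/diaphorase fluorescence readout of residual NADH.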
# USP1 inh: inhibitors of human USP1/UAF1 deubiquitinase; O94782; recombinant USP1/UAF1, Ub-Rhodamine cleavage fluorescence; Potency, µM (series often up to 57.1 µM), without a hit: at the highest dose activity change, negative = inhibition, usual class: inhibitors; 390,000 tested, 0.23% active; AID 743255; further: potency means the concentration at half of the fitted maximal effect; on the % scale 0 is the no-effect control and ±100 the full control effect; nearly all actives have a fitted effect of over 60% in size; inactives centre near -12
#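 USP1/UAF1 complex at 1 nM was preincubated with compound for 15 min at room temperature, then Ub-Rho substrate (150nM final) was added. Fluorescence (480/540 nm) was read kinetically, 6 reads every 60 seconds.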
# mIDH1 inhibitor: human IDH1 R132H inhibition; Potency, µM (titrated, usually from 76.6 µM), inactives show top-dose activity change, negative = inhibition, usual class: inhibitors; 390,000 tested, 0.093% active; IDH1-R132H enzyme, NADPH consumption, diaphorase/resazurin fluorescence; further: potency means the concentration at half of the fitted maximal effect; on the % scale 0 is the no-effect control and ±100 the full control effect; nearly all actives have a fitted effect of over 65% in size
# Target sequence (O75874 whole entry R132H, stated change not applied): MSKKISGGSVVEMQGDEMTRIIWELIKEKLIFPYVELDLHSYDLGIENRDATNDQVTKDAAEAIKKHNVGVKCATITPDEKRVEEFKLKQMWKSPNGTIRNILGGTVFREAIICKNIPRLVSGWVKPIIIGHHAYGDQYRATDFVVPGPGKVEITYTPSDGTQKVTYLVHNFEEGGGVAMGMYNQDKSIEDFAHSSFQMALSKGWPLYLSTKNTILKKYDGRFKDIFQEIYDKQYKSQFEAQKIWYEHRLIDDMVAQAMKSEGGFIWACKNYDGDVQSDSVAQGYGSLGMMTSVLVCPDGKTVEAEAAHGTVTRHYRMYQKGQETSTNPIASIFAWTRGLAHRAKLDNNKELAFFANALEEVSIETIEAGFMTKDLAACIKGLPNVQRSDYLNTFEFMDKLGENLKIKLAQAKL
#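 IDH1-R132H (0.5 ug/mL) preincubated 30 min with compound, then NADPH (0.016 mM) and alpha-KG (2 mM) added; 80 min at RT, pH 7.5. Remaining NADPH coupled via diaphorase/resazurin to fluorescence (540/590 nm); concentration-response curves normalized to no-enzyme control.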
# Vif-A3G inh: Vif-A3G binding inhibition; Q9HC16; HeLa A3G-eYFP + Vif (tagged APOBEC3G with the HIV-1 protein that degrades it), YFP fluorescence, overnight; Potency, µM (series often up to 46.1 µM), without a hit: top-dose activity, negative = active, actives largely listed as inhibitors; 410,000 tested, 0.076% active; AID 602310;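 further: potency means the concentration at half of the fitted maximal effect; on the % scale 0 is the no-effect control and ±100 the full control effect; nearly all actives have a fitted effect of over 60% in size; hits raise eYFP signal because A3G escapes Vif-driven loss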
# Target sequence (Q9HC16 whole entry, looked up): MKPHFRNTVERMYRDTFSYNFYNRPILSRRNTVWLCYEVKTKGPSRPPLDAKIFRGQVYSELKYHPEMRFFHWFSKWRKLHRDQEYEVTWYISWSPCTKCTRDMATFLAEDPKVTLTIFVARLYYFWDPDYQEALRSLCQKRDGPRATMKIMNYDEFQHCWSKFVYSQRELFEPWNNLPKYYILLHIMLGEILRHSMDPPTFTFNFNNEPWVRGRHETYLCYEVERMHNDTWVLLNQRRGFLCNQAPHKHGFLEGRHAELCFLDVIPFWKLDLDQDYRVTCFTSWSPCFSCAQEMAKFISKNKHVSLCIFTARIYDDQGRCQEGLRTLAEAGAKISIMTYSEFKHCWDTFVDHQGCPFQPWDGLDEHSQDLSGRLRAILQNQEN
#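 Read-out is eYFP fluorescence (Ex 488/Em 500-530) from Vif-expressing HeLa A3G-eYFP cells; more signal means A3G escaped Vif-mediated degradation. Cells plated overnight, compound pinned in, incubated overnight at 37 deg C.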
# Vif-A3F inh: blocks the Vif interaction with APOBEC3F | HeLa A3F-eYFP + Vif (tagged APOBEC3F with the HIV-1 protein that degrades it), YFP fluorescence increase | 390,000 tested, 0.2% active | AID 602313 | Potency, µM (series often up to 46.1 µM), without a hit: at the highest dose activity, negative = active; further: potency means the concentration at half of the fitted maximal effect; % of control where 0% means no effect; nearly all actives have a fitted effect of over 65% in size
#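 HeLa cells stably expressing A3F-eYFP plus Vif, plated and incubated overnight at 37 deg C, then exposed to compounds overnight at 37 deg C. Blocked degradation read as raised yellow fluorescence (Ex 488/Em 500-530).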
# GRP78 ERSR act: ER stress response induction in glioma. U87-MG GRP78 promoter luciferase reporter, 16 h. Potency, µM, without a hit: top-dose activation, most hits filed as activators. 420,000 tested, 0.02% active. AID 602332; further: potency means the concentration at half of the fitted maximal effect; series mostly up to about 76 µM; % of control where 0% means no effect; nearly all actives have a fitted effect of over 35% in size
#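 ERSR induction read as luciferase luminescence (Bright-Glo, 10 min at room temperature) in stably transfected human U87-MG glioma cells exposed to compounds for 16 h, using GRP78 as sensor.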
# RXFP1 agonist: agonists of human relaxin receptor RXFP1; AID 2676; HEK293T-RXFP1 cAMP TR-FRET, 30 min; response scale: percent of porcine relaxin response, buffer zero; Q9HBX9; 370,000 tested, 0.3% active; Potency, µM (series often up to 57.5 µM), inactives show top-dose activation, usual class: activators; further: potency means the concentration at half of the fitted maximal effect; on the % scale 0 is the no-effect control and ±100 the full control effect; nearly all actives have a fitted effect of over 60% in size; many of its hits are not listed in these tables
#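 HEK293 cells stably expressing RXFP1, treated 30 min at 37C with compounds plus PDE4 inhibitor Ro 20174; cAMP measured by HTRF TR-FRET. Normalized to buffer and 29 nM porcine relaxin; EC50 by Hill fit.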
# TrxR1 substrate: substrates of rat thioredoxin reductase 1. O89049. purified TrxR1 substrate turnover, NADPH consumption readout. Potency, µM (highest dose often 114 µM), for the others: at the highest dose activity change, negative = substrate turnover. 390,000 tested, 0.01% active. AID 588456; further: potency means the concentration at half of the fitted maximal effect; on the % scale 0 is the no-effect control and ±100 the full control effect; nearly all actives have a fitted effect of over 50% in size
#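 Rat TrxR1, dispensed at 90 nM, was prereduced with 400 uM NADPH (final) for 5 min at ~22 deg C, then incubated with compound 15 min before 400 uM selenite. A first-read NADPH fluorescence drop versus no-compound background flagged substrates.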
# PI4K2A inh: inhibitors of human PI4K2A; activity change, negative = inhibition, % at 76.9 µM; Q9BTU6; 420,000 tested, 0.13% active; purified PI4K2A, ADP-Glo luminescence, 1 h; active compounds read low; in the data active means activity change below about -50%; inconclusive means mostly about -30% to -49%;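 further: -100% = wells without enzyme as full effect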
#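 In this quantitative HTS, ADP production by PI4K2A was quantified luminescently after 1 h at ambient temperature; 100 microM adenosine served as plate-quality control.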
# * = called active by the depositor; ? = inconclusive; / = not tested or not shown; & = joins results of further samples; [ ] = remark or other dose. Unless noted, the call rests on the fitted dose curve; in most records, active means well fitted curve in the direction sought with a large enough effect; inconclusive means small, poorly fitted or top-dose-only effect, or another doubt; inactive means no such curve, though single readings can be large; an effect the other way counts as inactive or inconclusive. Some of the compounds tested; rates above refer to the full screens.
SMILES,LDHA block,USP1 inh,mIDH1 inhibitor,Vif-A3G inh,Vif-A3F inh,GRP78 ERSR act,RXFP1 agonist,TrxR1 substrate,PI4K2A inh
C(=Nc1cccnc1)c1ccnc2ccccc12,2,/,/,1%,/,-1%,/,103%[activator],/
CCCCNC1=CC(=O)C(=O)c2ccccc21,-17,25µM*,7%,-14%,3%,0%,2.3%,-9%,-19
C[C@@H](CSc1ccccc1)CN1CC[C@H](C(C)(C)C)CCC1=O,8,-31%,-11%,-3%&-7%,-3%,-3%&-1%,-0.8%,-5%[57.1 µM],2
CC(NC(=O)COC(=O)COc1ccc(Cl)cc1)c1ccccc1 (configuration not stated),-8,?,7%,1%,8%,-2%,/,6%,-8
CC1CN(S(=O)(=O)c2cccc(C(=O)OCC(=O)c3cccs3)c2)CC(C)O1 (configuration not stated),-3,-1%,-4%,5%,0%,-1%,-0.8%,-1%[11.4 µM],-1
CC(C)CCN(C(=O)CNC(=O)c1ccco1)C(C(=O)NC1CCCCC1)c1ccco1 (configuration not stated),-7,-11%,15%,-4%,3%,-5%,1.0%,-6%,-1
CCN(CC)CCN1C(=O)C(=O)/C(=C(/O)c2c(C)[nH]c(C(=O)OC)c2C)C1c1ccccc1 (configuration not stated),2,-4%,-9%,-4%,-8%,1%,1.7%,-15%,1
O=C(O)c1cccc(NC(=O)c2ccccc2NC(=O)c2cccs2)c1,-2,-23%,6%,1%,-6%,-2%,/,/,6
COc1ccccc1C(=O)NCC(=O)OCC(=O)N(CC(C)C)c1c(N)n(Cc2ccccc2)c(=O)[nH]c1=O,-8,1%,1%,0%,4%,-2%,-1.6%,-3%,-6
CC(C)(C)C(=O)Nc1ncc(C(F)(F)F)cc1Cl,-12,-20%,-2%,0%,8%,-3%,2.0%,9%[57.1 µM],0
COc1ccc(-c2nc(C(=O)NCCCN3CCOCC3)cc3c2[nH]c2ccccc23)cc1OC,-2,-9%,-3%,1%,-7%,-3%,0.7%,72%[activator],0
Cc1ccc(-c2nn(-c3ccccc3)cc2CC(=S)N2CCOCC2)cc1,-12,-14%,-3%,1%,-6%,-2%,-2.3%,-9%,-3
COc1cccc(CN2CCN(C(=O)c3cccc4ccccc34)CC2)c1,-12,-16%,4%,6%,0%,-2%,-1.5%,10%,-16
CSc1nc(Cl)c(C#N)c(-c2ccc(C)cc2)n1,-7,2%,2%,1%,-1%,-3%,3.0%,4%,-1
CC(=O)Nc1ccc(S(=O)(=O)NCc2ccc(C)cc2)cc1,-1,-9%,2%,-8%,7%,3%,3.6%,1%,1
CN(CC(=O)N1CCN(c2cccc(Cl)c2)CC1)S(=O)(=O)c1cccs1,-11,?,4%,0%,-1%,-3%,-1.2%,1%,-3
Nc1cc(=O)[nH]c(SCc2csc(-c3ccccc3)n2)n1,-3,-11%,0%,-6%,-4%,2%,0.6%,12%[57.1 µM],1
Cc1ccc(S(=O)(=O)N2CCC(C(=O)Nc3ccccc3N3CCCC3)CC2)cc1C,-9,-8%,1%,-5%,-12%,-3%,-0.8%,-7%,0
Cc1ccc(Cl)cc1N(CC(=O)N1CCCCCC1)S(C)(=O)=O,-5,-19%,1%,-4%,3%,-3%,2.6%,9%[57.1 µM],2
CCSc1nc(O)cc(=O)[nH]1,-9,-20%,-9%,5%,0%,-8%,-0.8%,5%[57.1 µM],-2
COc1cc(S(=O)(=O)N2CCCCC2)c(OC)cc1Br,-5,-14%,-1%,-4%,-10%,-5%,3.5%,-9%,0
CCCCn1c(N)c(N(CC(C)C)C(=O)c2cc(-c3ccc(OC)cc3)nc3ccccc23)c(=O)[nH]c1=O,-1,-20%,-2%,?,?,-4%,/,21%,-5
Cc1ccc(C(=O)COC(=O)CCN2C(=O)C3C4C=CC(C5CC45)C3C2=O)cc1 (configuration not stated),-6,-5%,-4%,-5%,-8%,1%,1.6%,-11%,5
O=C(c1ccc(Br)o1)N(c1ccccn1)C1CCCCC1,-5,-18%,6%,0%,7%,-1%,0.9%,5%,0
COc1cc(C(=O)NNC(=O)c2ccc(S(=O)(=O)N3CCCCC3)cc2)cc(OC)c1OC,-3,-14%,5%,-4%,1%,-4%,2.3%,5%,-2
O=C(Nc1ccccc1N1CCCCC1)c1ccc(-c2cccc(Cl)c2)o1,-5,-23%,-1%,-20%,-12%,-3%,1.1%,8%[57.1 µM],4
C=CCSC1=NC(=O)/C(=C/c2cccs2)S1,-3,-8%,13%,?,6%,-1%,-0.6%,-1%,6
O=C(O)c1cc(S(=O)(=O)Nc2ccc3c(c2)OCCO3)c(Cl)cc1Cl,2,-24%,15%,?,-8%,-8%,0.5%,11%,2
CCOCCOC(=O)C1=C(C)N(C)C(=O)NC1c1ccccc1Cl (configuration not stated),1,-9%,2%,1%,-11%,8%,1.3%,0%,-3
Fc1ccc(CSc2nnc(-c3ccncc3)o2)cc1,-4&-1,-10%,7%,3%,8%,3%,0.8%,-16%[57.1 µM],-7
O=C(COC(=O)Cn1cnc2ccccc21)NCCc1ccc(Cl)cc1,2,0%,13%,2%,-4%,-1%,-1.1%,-3%[57.1 µM],7
Cc1noc(C)c1CSCC(=O)Oc1ccc(N(C)S(=O)(=O)c2ccc(Cl)cc2)cc1,-2,-12%,-3%,-2%,7%,-4%,-0.1%,-2%[57.1 µM],5
Cc1ccc(C(=O)OCC(=O)NCCC2=CCCCC2)cc1N,-5,-8%,-6%,2%,4%,-3%,3.6%,7%[57.1 µM],-4
COc1ccc(N(C(=O)c2cc3ccccc3oc2=O)C2C=CS(=O)(=O)C2)c(OC)c1 (configuration not stated),-5,?,3%,0%,4%,-5%,-0.5%,8%[57.1 µM],-3
O=c1cc(CN2CCN(S(=O)(=O)c3ccc4c(c3)OCCO4)CC2)c2ccc(O)cc2o1,4&-1,-15%,7%,-1%,-8%,0%,1.4%,214%[activator],-17
CC1(C(=O)NS(=O)(=O)Cc2cccc(Cl)c2)CCN1C(=O)Cc1ccc(Cl)cc1Cl (configuration not stated),-9,/,/,-3%,/,0%,/,/,-1
Cc1nc2cc(S(=O)(=O)C(F)(F)F)ccc2s1,1,-7%,6%,1%,-10%,-3%,0.5%,-6%[57.1 µM],-1
COc1ccc(CNC(=O)c2sc(=O)n(Cc3ccc(C)cc3)c2C)cc1OC,2,/,/,-1%,/,0%,/,/,2
COc1cccc(OCc2nc(-c3cccc([N+](=O)[O-])c3)no2)c1,-3,-16%,-5%,0%,7%,-1%,-4.3%,-5%[57.1 µM],-4
O=C(Nc1ccc(Cl)cn1)c1cccc(S(=O)(=O)N2CCOCC2)c1,0,-17%,3%,0%,-11%,-1%,2.2%,9%,1
CCCC(C(=O)NC(C)(C)C)N(Cc1ccc(F)cc1)C(=O)c1snc(C(N)=O)c1N (configuration not stated),0,-12%,-9%,5%,10%,-2%,-0.3%,-3%,0
Cn1c(=O)cc(SCC(=O)N2CCCC2)c2cc(Cl)ccc21,0,-11%,0%,0%,-8%,0%,1.3%,-10%,-2
O=C(O)C12CC3CC(C1)CC(n1ncc(NCc4ccccc4)c(Cl)c1=O)(C3)C2,4,-8%,-4%,7%,?,-4%,1.9%,-2%[57.1 µM],1
COc1ccccc1NC(=O)Cn1c(=O)oc2cc(S(=O)(=O)NCc3ccccc3)ccc21,1,?,4%,1%,0%,-1%,6.2%,1%,-5
CCOc1ccc(C(=O)n2cnnc2N)cc1,-13,-10%,1%,-6%,18%,4%,0.1%,-3%,21
Cc1cc(O)c(N=Cc2cc3c(cc2[N+](=O)[O-])OCO3)cc1C,3,-13%,4%,-25%,-18%,5%,/,1%,6
CCCc1nnc(NS(=O)(=O)c2ccc(OC)cc2)s1,-4,-7%,10%,0%,6%,-3%,0.4%,2%[57.1 µM],-17
CCN(C(=O)COC(=O)CSc1ccccc1)c1c(N)n(Cc2ccccc2)c(=O)[nH]c1=O,-7,-7%,1%,0%,2%,-2%,1.7%,-4%,3

# High-throughput results as filed in PubChem BioAssay.
